HP1b chromo inh: inhibitors of HP1-beta chromodomain binding to methylated histone tails. Potency, µM (doses to about 114 µM), without a hit: at the top dose activity change, negative = inhibition, hits mostly inhibitors. P83916. 390,000 compounds, 0.56% hits. AlphaScreen HP1-beta / biotin-H3K9me3 peptide binding; also: nearly all actives have a fitted effect of over 70% in size; inactives centre near 23
Target sequence (P83916 whole entry, looked up): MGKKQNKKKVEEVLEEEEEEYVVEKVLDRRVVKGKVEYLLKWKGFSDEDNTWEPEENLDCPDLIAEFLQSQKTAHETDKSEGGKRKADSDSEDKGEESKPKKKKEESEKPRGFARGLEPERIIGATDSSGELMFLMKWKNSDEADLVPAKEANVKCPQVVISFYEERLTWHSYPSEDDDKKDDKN
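AlphaScreen: HP1-beta (50 nM) preformed 30 min with biotin-H3(1-18)K9me3 peptide (50 nM) in PBS pH 7.4, 0.01% Tween-20. Compound added for 30 min at RT, then streptavidin donor/nickel chelate acceptor beads (10 ug/mL) for 30 min.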
12-LOX inh: inhibitors of human 12S-lipoxygenase ALOX12; P18054; purified 12hLO, xylenol orange hydroperoxide absorbance; Potency, µM (highest dose often 108 µM), for inactives: at the highest dose activity change, negative = inhibition, actives largely listed as inhibitors; 580,000 compounds, 1.1% hits; also: % is scaled to controls: 0 for no effect and ±100 for the full control effect
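Purified human 12hLO (150 nM final) in 25 mM Hepes, 0.01% Triton X-100, pH 7.0 was preincubated 15 min at room temperature with compound. Then 40 uM arachidonic acid was added, 30 min. Hydroperoxide was read by Fe-XO absorbance ratio 573/405 nm.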
ERG Ets-DNA blk: inhibitors of human ERG Ets domain-DNA interaction. P11308. fluorescence polarization, His-ERG Ets domain / labelled DNA. Potency, µM (series often up to 76.9 µM), for the others: at the highest dose FP activity, negative = inhibition, actives largely listed as inhibitors. 370,000 compounds, 0.028% hits; active = well fitted inhibition curve with a large enough effect in the polarisation, with a control signal flat; inconclusive = small, poorly fitted or top-dose-only effect, or effect the other way, or a change in a side signal; inactive = no such curve, though single readings can be large or run the other way; the % refers to the polarisation;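 also: polarization taken with two DNA probes labelled with fluorescein and Texas red; % of control where 0% means no effect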
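His-tagged ERG Ets domain (1 uM in the protein solution; 300mM KCl, 50mM Tris-HCl, 1mM EDTA, 1mM DTT, pH 7.5) received compound, then a probe mix of 5 nM fluorescein-DNA and 100nM Texas-615-DNA. Fluorescence polarization was read for both dyes.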
PGK inhibitor: T. brucei PGK inhibition; P07378; PGK/GAPDH coupled, Kinase-Glo luminescence, 60 min; Potency, µM (doses to about 57.5 µM), for inactives: top-dose activity change, negative = inhibition, actives largely listed as inhibitors; 380,000 compounds, 0.043% hits; AID 602233; also: % is scaled to controls: 0 for no effect and ±100 for the full control effect; nearly all actives have a fitted effect of over 60% in size
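Recombinant glycosomal PGK reaction used 1,3-bisphosphoglycerate generated in-well by GAPDH (100nM final) in 100mM TEA pH 7.6, 5mM MgCl2, 0.01% Tween-20. After 60 minutes at room temperature, ATP was read by Kinase-Glo Plus luminescence end-point.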
JMJD2A Tudor: inhibitors of human JMJD2A Tudor domain; AlphaScreen JMJD2A-Tudor / H3K4me3 peptide binding; Potency, µM (top dose mostly 114 µM), inactives show top-dose activity change, negative = inhibition, most hits filed as inhibitors; AID 504339; 390,000 compounds, 4.4% hits; also: % is scaled to controls: 0 for no effect and ±100 for the full control effect; nearly all actives have a fitted effect of over 50% in size
TrxR1 inh: blocks rat thioredoxin reductase 1. Potency, µM (titrated, usually from 114 µM), for inactives: at the top dose activity change, negative = inhibition, usual class: inhibitors. 390,000 compounds, 1% hits. AID 588453. recombinant rTrxR1, NADPH fluorescence consumption, selenite substrate. O89049; also: % is scaled to controls: 0 for no effect and ±100 for the full control effect; nearly all actives have a fitted effect of over 65% in size
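Rat TrxR1 (90 nM in the dispensed reagent) was pre-reduced with 400 uM NADPH for 5 min at room temperature, then incubated with compound for 15 min. After 400 uM selenite was added, NADPH fluorescence (Ex 340/Em 450 nm) was followed for 8 min.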
GLS inhibitor: glutaminase GLS (human) inhibition; O94925; GLS enzymatic activity, qHTS titration; Potency, µM (titrated, usually from 45.5 µM), without a hit: at the top dose activity change, negative = inhibition, actives largely listed as inhibitors; 410,000 compounds, 0.21% hits; AID 624170; also: % is scaled to controls: 0 for no effect and ±100 for the full control effect
Target sequence (O94925 whole entry, looked up): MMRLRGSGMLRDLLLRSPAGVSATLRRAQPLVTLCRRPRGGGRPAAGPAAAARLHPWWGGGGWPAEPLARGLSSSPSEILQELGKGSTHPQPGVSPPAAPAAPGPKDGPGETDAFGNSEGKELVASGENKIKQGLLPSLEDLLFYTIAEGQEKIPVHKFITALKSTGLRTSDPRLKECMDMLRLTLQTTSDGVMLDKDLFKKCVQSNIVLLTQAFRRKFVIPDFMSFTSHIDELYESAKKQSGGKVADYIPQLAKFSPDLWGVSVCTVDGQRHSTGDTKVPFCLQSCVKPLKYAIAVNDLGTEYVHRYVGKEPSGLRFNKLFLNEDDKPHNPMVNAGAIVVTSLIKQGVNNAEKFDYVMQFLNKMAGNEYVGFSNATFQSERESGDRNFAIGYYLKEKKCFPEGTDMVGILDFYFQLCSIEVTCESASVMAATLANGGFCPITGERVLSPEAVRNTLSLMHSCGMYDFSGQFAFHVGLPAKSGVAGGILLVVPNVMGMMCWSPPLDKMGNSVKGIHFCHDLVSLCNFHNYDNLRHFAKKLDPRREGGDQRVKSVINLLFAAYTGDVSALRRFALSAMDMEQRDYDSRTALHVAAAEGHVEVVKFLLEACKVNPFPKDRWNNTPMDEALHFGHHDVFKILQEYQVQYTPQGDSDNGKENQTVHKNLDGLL
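Assay buffer: 45 mM KH2PO4 pH 8.2, 0.02% Tween-20. hKGA acts on L-glutamine (1 mM solution added); product glutamate is reported by an oxidase/peroxidase Amplex Red coupling, with fluorescence taken at baseline and 30 min.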
Pin1 inhibitor: inhibitors of human Pin1; Pin1 FP peptide displacement, HiFluor488, 10 min; Potency, µM (doses to about 115 µM), inactives show top-dose activity, negative = inhibition, actives largely listed as inhibitors; 390,000 compounds, 0.009% hits; AID 504891; active = well fitted inhibition curve with a large enough effect in the polarisation, with a control signal flat, not every such curve was filed as active; inconclusive = small, poorly fitted or top-dose-only effect, or effect the other way, or a change in a side signal; inactive = no such curve, though single readings can be large or run the other way; the % refers to the polarisation; also: % is scaled to controls: 0 for no effect and ±100 for the full control effect
RGS4 inhibitor: human RGS4 inhibition | P49798 | Transcreener GDP fluorescence polarization, RGS4-accelerated GTP hydrolysis | Potency, µM (titrated, usually from 114 µM), without a hit: at the top dose activity change, negative = inhibition, usual class: inhibitors | 390,000 compounds, 0.039% hits | AID 504845; also: % is scaled to controls: 0 for no effect and ±100 for the full control effect; nearly all actives have a fitted effect of over 75% in size; some results filed as inactive show a strong effect at the top dose
Target sequence (P49798 whole entry, looked up): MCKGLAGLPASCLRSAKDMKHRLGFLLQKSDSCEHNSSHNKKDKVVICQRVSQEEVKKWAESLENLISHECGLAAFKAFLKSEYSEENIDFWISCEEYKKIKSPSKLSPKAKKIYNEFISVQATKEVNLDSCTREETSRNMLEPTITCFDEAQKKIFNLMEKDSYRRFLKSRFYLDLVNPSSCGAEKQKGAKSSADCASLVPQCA
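MLSMR compounds (23 nl, pin-transferred) preincubated 10 min at room temperature with a 500nM (2x) first reagent, then RGS4 at 900nM (2x) plus Transcreener GDP mix added; fluorescence polarization (620/688 nm) read before and after 90 min at 30 °C.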
* hit, by the source's call; i = inactive; ? = inconclusive; · = no result given; [ ] = dose if it differs, or a comment. Unless noted, calls follow the shape of the dose curve; as a rule, active = well fitted curve in the direction sought with a large enough effect; inconclusive = small, poorly fitted or top-dose-only effect, or another doubt; inactive = no such curve, though single readings can be large; an effect the other way counts as inactive or inconclusive. Potency is read from the fitted curve at half-maximal effect. A portion of the library (hit frequency here may not be typical).

Sample of the layout (four entries):
SMILES	HP1b chromo inh	12-LOX inh	ERG Ets-DNA blk	PGK inhibitor	JMJD2A Tudor	TrxR1 inh	GLS inhibitor	Pin1 inhibitor	RGS4 inhibitor
N=C1SCC(=O)N1/N=C/c1ccccc1	15%	5%	28µM*	i	-28%	14%[57.1 µM]	-3%	-11%	?
Cc1cc(C)c(C#N)c(SC(C(=O)NC(C)(C)C)c2ccccc2)n1 (stereo not given)	0%	?	-8%	-8%	-9%	2%[57.1 µM]	8%	-3%	-23%
Cc1ccc(CCNC(=O)c2ccc(CS(=O)(=O)c3ccccc3C)o2)cc1	24%	-1%	0%	i	-1%	-9%	-12%	-3%	3%
O=C(c1ccccc1)N1CCC(=O)N1c1ccccc1	25%	-1%	·	-7%	-21%	3%	3%	1%	-11%

All compounds of this part, previewed entries included:
SMILES	HP1b chromo inh	12-LOX inh	ERG Ets-DNA blk	PGK inhibitor	JMJD2A Tudor	TrxR1 inh	GLS inhibitor	Pin1 inhibitor	RGS4 inhibitor
N=C1SCC(=O)N1/N=C/c1ccccc1	15%	5%	28µM*	i	-28%	14%[57.1 µM]	-3%	-11%	?
Cc1cc(C)c(C#N)c(SC(C(=O)NC(C)(C)C)c2ccccc2)n1 (stereo not given)	0%	?	-8%	-8%	-9%	2%[57.1 µM]	8%	-3%	-23%
Cc1ccc(CCNC(=O)c2ccc(CS(=O)(=O)c3ccccc3C)o2)cc1	24%	-1%	0%	i	-1%	-9%	-12%	-3%	3%
O=C(c1ccccc1)N1CCC(=O)N1c1ccccc1	25%	-1%	·	-7%	-21%	3%	3%	1%	-11%
COc1ccc(-c2csc(Nc3ccc(S(=O)(=O)Nc4cc(C)on4)cc3)n2)cc1	-32%	?	1%	i	?	19%[57.1 µM]	?	2%	-21%
CC1(C)OCC(COC(=O)Nc2cccnc2)([N+](=O)[O-])CO1	43%[activator]	0%	-7%	-4%	-8%	11%[57.1 µM]	-3%	-1%	-32%
O=C(c1ccccc1)c1cnc(Nc2ccccc2Cl)s1	31%	·	2%	-9%	-3%	9%[57.1 µM]	7%	-7%	10%
CC(C)c1ccc(NC(=O)Cc2c(C(=O)O)n(C)c3ccccc23)cc1	7%	-25%	6%	4%	-10%	-4%[57.1 µM]	-15%	?	1%
O=C(C1CC(=O)N(c2ccc(F)cc2)C1)N1CCN(c2ccc(F)cc2)CC1 (stereo not given)	9%	-2%	-2%	1%	-17%	-8%	5%	2%	3%
Cn1c(=O)n(C)c2cc3[nH]cnc3cc21	20%	16%	-4%	0%	-4%	11%[57.1 µM]	3%	-1%	-1%
COC(=O)c1ccc(/C=N/OCC(=O)Nc2cc(F)ccc2F)cc1	38%	-1%	-1%	-3%	-16%	18%	-9%	-4%	-11%
COc1ccc(OCCC(=O)Nc2ccc(S(N)(=O)=O)cc2)cc1	19%	0%	-4%	10%	-4%	9%	-9%	10%	-22%
Cc1ccc(CNC(=O)C2CCC(=O)N(CCc3ccc(Cl)cc3)C2)cc1 (stereo not given)	7%	i	1%	-6%	-18%	4%	4%	1%	-16%
O=C(CSc1nnc(-c2ccccc2Br)o1)N1CCc2ccccc2C1	28%	-20%	·	-5%	-6%	3%	-1%	9%	-19%
COc1ccc(C2=CC(c3cccc(OC)c3)n3nnnc3N2)cc1 (stereo not given)	46%[activator]	?	7%	i	15%	5%[57.1 µM]	-1%	?	-9%
O=C(NCc1ccc(F)cc1)C(=O)NCC1OCCN1C(=O)c1ccc(Cl)cc1 (stereo not given)	29%	38%[activator]	-2%	-7%	-11%	11%	0%	0%	18%
COc1ccc(OC)c(S(=O)(=O)NCCc2csc(-c3cccc(F)c3)n2)c1	19%[57 µM]	-18%	3%	-11%	-22%	-12%[57.1 µM]	-11%	-7%	6%
COc1cccc2c1C(=N)c1c(O)c3c(c(O)c1C2=O)CC(O)(C(C)=O)CC3OC1CC(N)C(O)C(C)O1 (stereo not given)	?	·	?	-22%	40µM*	4%[11.4 µM]	36%[activator]	?	-34%
COc1ccc(C(=O)/C(=C/O)N=Nc2ccc(F)cc2)cc1	-29%	11µM*	3%	-4%	56µM*	-10%	21%	-1%	4%
CCC(=O)c1ccc(OCc2ccc(C(=O)OC)cc2)c(OC)c1	25%	131%[activator]	-4%	i	-10%[11.4 µM]	14%[57.1 µM]	-19%	0%	7%[11.4 µM]
COc1ccc(CCC(=O)NNC(=O)c2ccccn2)cc1OC	25%	21%	2%	-5%	-14%	2%	4%	0%	-3%
Cc1ccc(C(=O)Nc2ccc(S(=O)(=O)N3CCCC3)cc2)cc1	17%	0%	9%	i	-8%	26%	-4%	-3%	-7%
CCCN(CCC)S(=O)(=O)c1ccc(C(=O)NCc2ccc3c(c2)OCO3)cc1	30%	11%	8%	8%	-12%	10%[57.1 µM]	7%	-1%	9%
CCn1c(SCC(=O)c2cc(C)n(C)c2C)nnc1-c1ccccc1	-5%	?	4%	1%	-14%	14%[57.1 µM]	10%	-4%	-6%
COc1ccc(CNC(=O)COc2ccc(S(=O)(=O)N3CCOCC3)cc2)cc1	29%	-23%	12%	0%	-3%	-5%	-10%	-5%	-36%
CC(NC(=O)[C@H](C)NC(=O)N1CCn2c1nc1ccccc12)c1ccccc1 (stereo not given in full)	60%[activator]	7%	0%	-7%	-8%	21%	-13%	-6%	-20%
COc1ccc(OCC(=O)Nc2ccc(S(=O)(=O)N3CCCCCC3)cc2)cc1	20%	8%	4%	0%	-7%	23%[57.1 µM]	6%	8%	-13%
COc1cccc(/C=N/NC(N)=S)c1OCc1ccccc1Cl	5%	28µM*	-4%	2%	-28%	9%[57.1 µM]	-1%	-2%	?
COCCCNc1nc2ccccc2nc1NS(=O)(=O)c1ccc(C)c(C)c1	33%	-4%	-1%	1%	16%	17%	7%	-5%	10%
C=C1CC2C(=O)N(Cc3ccccc3)C(C(=O)O)C1N2C(=O)OC(C)(C)C (stereo not given)	17%	·	·	·	-17%	14%	·	-7%	4%
CC(=O)Nc1ccc(NC(=O)CN(C)S(=O)(=O)c2ccc3ccccc3c2)cc1	-6%	-3%	62%[activator]	-9%	-15%	30%	-1%	-1%	-10%
COc1ccc(NC(=O)CSCc2cc(=O)n3ccsc3n2)cc1	68%[activator]	12%	-15%	-10%	-6%	13%	-16%	-1%	-4%[56.9 µM]
O=C(O)CCCCCNC(=O)c1ccncc1	24%	-6%	-10%	-6%	?	19%	-2%	-9%	-2%
COc1ccc(CC(=O)N(Cc2nc(-c3ccc(C)cc3)no2)C(C)C)cc1	58%[activator]	?	6%	-3%	15%	28%	0%	17%	5%
CCC1(C)Cc2c(C#N)c(SC)nc(N3CCOCC3)c2CO1 (stereo not given)	40%[activator]	2%	-8%	0%	19%	13%	3%	1%	2%
Cc1nc(C)c(-c2csc(Nc3ncccc3C)n2)s1	41%[activator]	?	4%	-2%	-21%	25%	2%	0%	6%
O=C(NC(=S)NCC1CCCO1)c1ccccc1F (stereo not given)	76%[activator]	0%	1%	·	-14%	-2%	-4%	-9%	-34%
CN(CCOC(=O)C1c2ccccc2Oc2ccccc21)C(C)(C)C	63%[activator]	·	5%	-7%	-26%[57.1 µM]	16%	10%	-4%	1%[56.9 µM]
Nc1ccc(Oc2ccc3c(c2)C(=O)N(CC2CCCO2)C3=O)cc1 (stereo not given)	6%	200%[activator]	-1%	6%	-33%	13%	0%	-1%	-27%
Cc1cccc(NC(=O)CCN2C(=O)C3C4C=CC(C4)C3C2=O)c1 (stereo not given)	13%	14%	3%	-5%	1%	31%	-1%	5%	26%
CN1CCN(C(=O)c2cc(-c3cccc(Cl)c3)on2)CC1	18%	5%	3%	1%	-17%	-12%	10%	-1%	17%
COc1ccccc1-c1cnn2c(NC3CCCC3)cc(C)nc12	186%[activator]	14%	-9%	-2%	105%[activator]	9%	-17%	-6%	-11%
Clc1cccc(-c2nc(NCCN3CCOCC3)c3ccccc3n2)c1	24%	-22%	9%	i	-23%	24%	6%	2%	0%
Cc1ccc(NC(=O)Cn2nnc3sc4c(c3c2=O)CCCC4)c(C)c1	26%	-19%	-9%	-9%	-7%	21%	15%	-1%	-6%
Cc1ccccc1C(=O)Nc1ccc(C(=O)O)cc1NC(=O)c1ccccc1C	29%	23%	1%	-7%	-15%	24%	0%	-6%	11%
CN(C)c1ccc(NC(=O)CC(NCc2cccnc2)C(=O)O)cc1 (stereo not given)	21%	7%	-3%	-8%	-1%	11%	21%	3%	-11%
CN(C)/N=C/c1cc([N+](=O)[O-])ccc1O	38%	-10%	20%	-8%	-25%	-7%	35%[activator]	4%	-13%
COC(=O)C1(Cc2ccccc2)NC(c2ccc(F)cc2)C2C(=O)N(C)C(=O)C21 (stereo not given)	37%	0%	-8%	-7%	-11%	4%	1%	4%	-14%
CC(=O)Nc1ccc(S(=O)(=O)N2CCC(c3nnnn3-c3ccccc3)CC2)cc1	48%[activator]	-13%	-9%	-4%	5%	14%	8%	-7%	-10%
COc1ccc(CCNC(=S)NC(=O)c2cccc([N+](=O)[O-])c2)cc1OC	-22%	35µM*	-6%	9%	?	-16%	22%	-10%	9%
CCN1CCN(Cc2ccc(NC(=O)Nc3ccccc3)cc2)CC1	36%	·	-5%	-1%	-8%	4%	0%	-5%	5%
O=C(COC(=O)c1cccnc1Cl)NCc1cccs1	14%	0%	-1%	-5%	2%	18%	2%	1%	12%
